Assay outcomes deposited in PubChem BioAssay by National Center for Advancing Translational Sciences (NCATS).
12-LOX inh: ALOX12 (human) lipoxygenase inhibition | P18054 | purified 12hLO, xylenol orange hydroperoxide absorbance | Potency, µM (titrated, usually from 108 µM), inactives show at the highest dose activity change, negative = inhibition, hits mostly inhibitors | 1.1% of 580,000 active; further: potency means the concentration at half of the fitted maximal effect; on the % scale 0 is the no-effect control and ±100 the full control effect
Target sequence (P18054 whole entry, looked up): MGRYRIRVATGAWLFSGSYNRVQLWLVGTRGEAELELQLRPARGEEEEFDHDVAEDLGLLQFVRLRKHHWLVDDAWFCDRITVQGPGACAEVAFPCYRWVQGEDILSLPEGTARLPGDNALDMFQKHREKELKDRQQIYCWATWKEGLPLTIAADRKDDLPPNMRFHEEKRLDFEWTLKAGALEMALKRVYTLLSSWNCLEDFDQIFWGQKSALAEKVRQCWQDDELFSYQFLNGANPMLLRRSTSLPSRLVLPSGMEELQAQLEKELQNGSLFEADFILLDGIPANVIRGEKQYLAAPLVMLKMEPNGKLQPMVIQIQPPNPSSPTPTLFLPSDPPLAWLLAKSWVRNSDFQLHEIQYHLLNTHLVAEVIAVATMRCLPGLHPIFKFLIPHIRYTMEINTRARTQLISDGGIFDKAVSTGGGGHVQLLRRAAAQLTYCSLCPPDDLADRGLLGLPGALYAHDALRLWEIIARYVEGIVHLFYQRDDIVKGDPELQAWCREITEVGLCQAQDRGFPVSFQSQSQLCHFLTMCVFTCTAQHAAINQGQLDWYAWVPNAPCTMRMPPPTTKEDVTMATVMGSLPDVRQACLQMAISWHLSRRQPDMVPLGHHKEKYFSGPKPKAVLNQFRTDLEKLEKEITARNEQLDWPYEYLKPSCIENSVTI
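Hydroperoxide product was detected by ferrous iron/xylenol orange as the 573 to 405 nm absorbance ratio. Arachidonic acid at 40 uM (final) was turned over for 30 min at room temperature by 150 nM human 12hLO, pH 7.0 Hepes buffer, after 15 min compound preincubation.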
BLM helicase inh: blocks DNA unwinding by human BLM helicase; P54132; recombinant BLM DNA unwinding, fluorescence dequenching; Potency, µM (highest dose often 56.1 µM), for inactives: at the highest dose activity change, negative = inhibition, hits mostly inhibitors; 0.2% of 350,000 active;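 further: potency means the concentration at half of the fitted maximal effect; plate controls were vehicle for no effect and no enzyme for full effect; nearly all actives have a fitted effect of over 35% in size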
Apoferritin bind: binds horse apoferritin like a general anesthetic | apoferritin/1-aminoanthracene competitive binding, fluorescence | Potency, µM (series often up to 77.5 µM), without a hit: at the highest dose activity change, negative = displacement, most hits filed as inhibitors | 0.074% of 350,000 active | AID 485281; further: potency means the concentration at half of the fitted maximal effect; on the % scale 0 is the no-effect control and ±100 the full control effect; nearly all actives have a fitted effect of over 20% in size
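Steps: apoferritin (10 uM) was premixed with half-saturated 1-AMA in PBS, compounds were pin-transferred, plates stood 10 min at room temperature, fluorescence was read at 380/535 nm, and curves were fitted with a Hill equation.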
TRHR agonist: activates the human TRH receptor | P34981 | TRHR cells, calcium flux fluo-8, FDSS agonist mode | activation, % at 2 µM | 0.18% of 360,000 active | AID 493084; in the data active means activation above about 30%; further: 0% is about no effect
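Steps: seed TRHR cells overnight; add fluo-8 no-wash Ca dye, RT 30 min–1.5 h; record 10 s baseline; pin-transfer compounds; monitor fluorescence 1 cycle/s for the agonist window. Calcium increases flag candidate agonists.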
ERG Ets-DNA blk: ERG Ets/DNA interaction inhibition | fluorescence polarization, His-ERG Ets domain / labelled DNA | Potency, µM (doses to about 76.9 µM), without a hit: top-dose FP activity, negative = inhibition, actives largely listed as inhibitors | 0.028% of 370,000 active | AID 624246; active means well fitted inhibition curve with a large enough effect in the polarisation, with a control signal flat; inconclusive means small, poorly fitted or top-dose-only effect, or effect the other way, or a change in a side signal; inactive means no such curve, though single readings can be large or run the other way; the % refers to the polarisation;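 further: polarization taken with two DNA probes labelled with fluorescein and Texas red; potency means the concentration at half of the fitted maximal effect; % of control where 0% means no effect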
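His-tagged ERG Ets domain (1 uM in the protein solution; 300mM KCl, 50mM Tris-HCl, 1mM EDTA, 1mM DTT, pH 7.5) received compound, then a probe mix of 5 nM fluorescein-DNA and 100nM Texas-615-DNA. Fluorescence polarization was read for both dyes.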
POLK inh: DNA polymerase kappa (human) inhibition. Q9UBT6. 0.53% of 400,000 active. AID 588579. Potency, µM (series often up to 107 µM), inactives show top-dose activity, negative = inhibition, hits mostly inhibitors. purified Pol kappa, fluorescent DNA synthesis assay, 10 min; further: potency means the concentration at half of the fitted maximal effect; on the % scale 0 is the no-effect control and ±100 the full control effect
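Readout: fluorescence, taken kinetically at 0 and 10 min. Conditions: 10 nM Pol kappa, 15 min RT compound preincubation, 50 nM substrate final. Controls: enzyme-free buffer wells.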
Pol beta inh: inhibitors of human DNA polymerase beta; P06746; Pol beta primer extension/strand displacement, fluorescence kinetic; Potency, µM (titrated, usually from 114 µM), without a hit: at the highest dose activity change, negative = inhibition, hits mostly inhibitors; 1.3% of 340,000 active; AID 485314; further: potency means the concentration at half of the fitted maximal effect; on the % scale 0 is the no-effect control and ±100 the full control effect
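Homogeneous kinetic assay of primer extension and strand displacement by 10 nM Pol beta, preincubated 15 min at room temperature with compound before 50 nM substrate (final) was added. Read at 0 and 10 min; four-parameter Hill fit.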
APE1 inh: inhibitors of human APE1 endonuclease; 0.35% of 350,000 active; P27695; recombinant APE1, TAMRA/BHQ-2 abasic DNA cleavage fluorescence; Potency, µM (doses to about 65.8 µM), for the others: at the highest dose activity change, negative = inhibition, hits mostly inhibitors; AID 2517;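 further: potency means the concentration at half of the fitted maximal effect; plate controls were vehicle for no effect and reference inhibitor for full effect; nearly all actives have a fitted effect of over 55% in size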
Target sequence (P27695 whole entry, looked up): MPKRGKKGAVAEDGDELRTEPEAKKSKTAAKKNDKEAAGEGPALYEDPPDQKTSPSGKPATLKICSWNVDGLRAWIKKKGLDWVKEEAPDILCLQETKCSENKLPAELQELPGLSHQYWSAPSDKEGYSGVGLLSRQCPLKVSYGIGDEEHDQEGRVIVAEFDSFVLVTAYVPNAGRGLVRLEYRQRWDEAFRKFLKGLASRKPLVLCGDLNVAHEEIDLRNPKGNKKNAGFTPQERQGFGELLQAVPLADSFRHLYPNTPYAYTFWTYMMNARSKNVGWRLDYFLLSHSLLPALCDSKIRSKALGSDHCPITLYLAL
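Endonuclease cleavage of a quenched abasic-site DNA duplex (50 nM) by APE1 (0.75 nM) was tracked by TAMRA dequenching. Compounds were preincubated with enzyme 15 min at room temperature; data normalized to buffer-only and DMSO wells plus NSC13755 control.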
POLI inh: DNA polymerase iota (human) inhibition; Potency, µM (highest dose often 115 µM), without a hit: top-dose activity, negative = inhibition, actives largely listed as inhibitors; AID 588590; 1% of 390,000 active; Pol iota fluorescent replication assay, 10 min; further: potency means the concentration at half of the fitted maximal effect
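Fluorescent replication assay read twice, at 0 min and 10 min after adding 50 nM (final) substrate. Enzyme (10 nM) and compounds were first incubated 15 min at room temperature; enzyme-free buffer wells were negative controls.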
The depositor's hits bear a star; ? = inconclusive; . = not tested or not shown; & = joins results of further samples; [ ] = remark or other dose. Unless noted, the call rests on the fitted dose curve; in most records, active means well fitted curve in the direction sought with a large enough effect; inconclusive means small, poorly fitted or top-dose-only effect, or another doubt; inactive means no such curve, though single readings can be large; an effect the other way counts as inactive or inconclusive.

SMILES	12-LOX inh	BLM helicase inh	Apoferritin bind	TRHR agonist	ERG Ets-DNA blk	POLK inh	Pol beta inh	APE1 inh	POLI inh
CCCCN(C)C1=Nc2cccc3cccc1c23	?	3%	329%[activator]	2.3	-1%	2%	0%	-2%	2%
O=C1CSC(=S)N1c1cccc(Cl)c1	-7%	-6%	-6%	0.0	76%[activator]	-34%	0%	31%	?
Cc1c(Cl)c([N+](=O)[O-])nn1CCCC(=O)N(Cc1ccccc1)Cc1ccccc1	-1%	1%	-17%	-0.3	5%	-9%[60.1 µM]	7%	27%	11%
COc1nc(N(CC(N)=O)S(=O)(=O)c2ccccc2)nc(C)c1Cl	29%	-11%	0%	-0.4	4%	-12%	13%	-2%	?
O=C(NC12CC3CC(CC(C3)C1)C2)c1cc([N+](=O)[O-])ccc1N1CCOCC1	-21%	-7%	-14%	-0.3	-2%	-11%	1%	-4%	-11%
CSCCC(NC(=O)c1ccc(Cl)cc1Cl)C(=O)NCC(c1cccs1)N(C)C (stereo not drawn)	-31%	.	.	.	5%	-12%	.	.	23%
CCN1CCN(C(=O)CCc2nnc(CCc3ccccc3OC)o2)[C@@H](C)C1=O	4%	-1%	-4%	0.4	-4%	2%	76%	29%	13%
Cc1ccc(C(=O)N2c3ccccc3NC(=O)C2C)cc1 (stereo not drawn)	-10%	2%	-4%	-1.6	1%	1%	2%	-5%	27%
CC(=O)CN1C(=O)NC2(CCCc3ccccc32)C1=O (stereo not drawn)	11%	-1%	-10%	0.2	-7%	-11%	1%	4%	19%
Cc1nnc(Sc2cc(C(=O)NCc3ccco3)c3ccccc3n2)s1	228%[activator]	-9%	-14%	-0.3	0%	-12%	22µM*	-20%	?
CC1CCN(c2nc3ccccc3nc2C(F)(F)F)CC1	-30%	-3%	1%	0.1	-2%	2%	1%	.	23%
O=S(=O)(NCC1CCCO1)c1ccccc1 (stereo not drawn)	?	-3%	3%	-0.2	4%	10%	36%	16%	12%
CCOc1nc(SC(C(C)=O)C(=O)Nc2ccccc2)nc(N(C)C)n1 (stereo not drawn)	86%[activator]	-2%	-8%	-0.4	0%	-5%	0%	-2%	14%
O=C1OC(c2ccccc2)=N/C1=C\C=C\c1ccco1	?	-4%	-11%	0.6	-12%	-18%	4%	?	?
CCOc1ccc(OCC)c(NC(=O)c2cnn(-c3ccc(F)cc3)c2C2CCN(C(=O)OC(C)(C)C)CC2)c1	-4%	-11%	-13%	0.2	5%	-19%	30%	.	?
COc1cc(-c2cc(C(=O)N(C)Cc3ccccc3)c3ccccc3n2)cc(OC)c1OC	?	-9%	-12%	0.4	6%	-14%	10%	2%	98%[activator]
CCN1C(=O)[C@@H]2[C@H](C1=O)[C@@H]1C(=O)Nc3ccccc3C(=O)N1[C@@H]2c1ccc(Br)cc1	5%	.	.	0.1	1%	-8%	.	4%	?
COC(=O)COc1ccc(S(=O)(=O)N2CCc3ccccc3C2)cc1	18%	-4%	-13%	-0.7	.	-7%	-10%	3%	5%
COc1ccccc1C(CC(=O)Nc1ccc(C)c(C)c1)c1ccc(OC(C)C)cc1 (stereo not drawn)	-8%	3%	-5%	0.3	0%	-1%	0%[57.1 µM]	-5%	88%[activator]
COc1ccccc1N1CCN(C2CCCN(C(=O)c3ccccn3)C2)CC1 (stereo not drawn)	2%	0%	-2%	-0.2	-4%	-15%	0%	13%	28%
Cc1nc2ncnn2c(Nc2ccc3c(c2)OCCO3)c1C	-31%	.	.	.	0%	-5%	.	.	8%[58.9 µM]
Cn1c(=O)c2c(n(C)c1=O)=NC1(CCCCC1)ON=2	0%	-6%	-12%	0.2	3%	-3%	4%	4%	15%
COc1ccc(C(=O)/C(C#N)=N/Nc2ccc([N+](=O)[O-])cc2)cc1	?	-23%	-5%	5.0	-8%	-3%	-7%	-1%	?
Cc1cc(C)n(CC(=O)Nc2ccc3c(c2)OCO3)c(=O)c1C#N	11%	.	.	0.3	26%	-3%	.	4%	59%[activator]

Among those listed so far, these contain a nitro group on carbon.
SMILES	12-LOX inh	BLM helicase inh	Apoferritin bind	TRHR agonist	ERG Ets-DNA blk	POLK inh	Pol beta inh	APE1 inh	POLI inh
Cc1c(Cl)c([N+](=O)[O-])nn1CCCC(=O)N(Cc1ccccc1)Cc1ccccc1	-1%	1%	-17%	-0.3	5%	-9%[60.1 µM]	7%	27%	11%
O=C(NC12CC3CC(CC(C3)C1)C2)c1cc([N+](=O)[O-])ccc1N1CCOCC1	-21%	-7%	-14%	-0.3	-2%	-11%	1%	-4%	-11%
COc1ccc(C(=O)/C(C#N)=N/Nc2ccc([N+](=O)[O-])cc2)cc1	?	-23%	-5%	5.0	-8%	-3%	-7%	-1%	?

Other results:
SMILES	12-LOX inh	BLM helicase inh	Apoferritin bind	TRHR agonist	ERG Ets-DNA blk	POLK inh	Pol beta inh	APE1 inh	POLI inh
O=C(N/C(=C/c1cn(-c2ccccc2)nc1-c1ccccc1)C(=O)N1CCOCC1)c1ccc(Cl)cc1Cl	-11%	-5%	0%	0.0	0%	-2%	-16%	0%	6%
C=CCn1c(SCc2cc(=O)n3ccsc3n2)nc2sc(C)c(C)c2c1=O	.	-6%	-13%	-0.1	-30%	-42%	50µM*	-1%	32µM*
CN(C)C(=O)c1ccc(NC(=O)c2ccccc2SCC(=O)N2CCCC2)cc1	211%	.	.	0.1	.	-5%	.	9%	22%
C=C[C@@H]1c2cc(C)ccc2N(S(=O)(=O)c2ccc(C)cc2)[C@H](c2ccccc2)C1(C#N)S(=O)(=O)c1ccccc1 (stereo partly drawn)	-12%	.	.	.	-9%	-3%&-14%	.	-6%	-1%&31%
CCOc1ccccc1C(=O)Nc1nnc(C(C)C)s1	0%	4%	-5%	-0.2	10%	-1%	11%	0%	-18%
O=C(OCc1nnc(-c2ccccc2)o1)c1cn(-c2ccccc2)nc1-c1ccccc1	-7%	-10%	11%	1.1	-4%	-5%	1%	2%	-17%
CS/C(=N\NC(N)=O)c1ccccc1	4%	0%	-3%	-0.1	.	-2%	19%	-7%	?
CN1C(=O)C(C)(C)c2cc(S(=O)(=O)N3CCC(C(=O)NCc4ccc(Cl)cc4)CC3)ccc21	-28%	-1%	-17%	-1.5	-2%	-2%	36%	10%	4%
CCOC(=O)c1ccccc1NC(=O)CSc1nc2cn(CC)nc2c(=O)n1Cc1ccc(Cl)cc1	-4%	-1%	1%	2.7	-4%	-1%	6%	.	4%
O=C(c1cc(-c2ccccc2O)on1)N1CCCCCC1	15%	-1%	-12%	0.3	3%	3%	3%	18%	42%[activator]
Cc1ccc(C(C(=O)NCC2CCCO2)N(C(=O)c2snc(C(N)=O)c2N)c2ccc(C)c(C)c2)o1 (stereo not drawn)	0%	-3%	-4%	0.0	-10%	-5%	3%	-4%	66%[activator]
Cc1ccc(NC(=O)c2ncoc2-c2ccco2)cc1Cl	-16%&-8%	-5%	-7%	0.5	7%	-8%[60.1 µM]	-13%	.	4%
COc1cc(/C=C2\SC(=O)N(Cc3ccc(F)cc3)C2=O)cc([N+](=O)[O-])c1O	?	4%	-5%	-1.0	37%[activator]	5%	0%	-4%	-10%
Cc1cc(C)cc(NC(=O)C/C(N)=N/O)c1	8%	0%	-10%	-0.4	.	-11%	11%	1%	6%
CCOC(=O)c1c(C)n(C)c2ccc(OC)c(NC(=O)CN3CCC(C(=O)OCC)CC3)c12	-11%	-15%	-8%	0.0	10%	-10%	7%	-2%	25%
C=C1C(=O)O[C@@]23[C@H]1CC[C@@H](C)[C@@H]2CC[C@@]1(C)O[C@@H]31	.	.	.	.	-12%	15%	.	34%	-16%
O=C(Nc1ccc2nc(-c3ccccn3)c(-c3ccccn3)nc2c1)N1CCOCC1	-2%	-8%	-5%	-0.1	-6%[15.4 µM]	-4%	-7%	7%	55%[activator]
Cc1cccc(C2N(c3nccs3)C(=O)C3CCCN32)c1 (stereo not drawn)	51%[activator]	0%	-8%	0.6	-4%	-5%	11%	-4%	8%
Cc1cccc(/C=N/c2sc3c(c2C#N)CCN(Cc2ccccc2)C3)c1O	7%	-1%	-1%	0.3	-10%	-8%	7%	3%	188%[activator]
CCOC(=O)c1nnn(CC(=O)Nc2cc(C)cc(C)c2)c1C(=O)OCC	-21%	-2%	-7%	-0.3	2%	1%	-17%	.	22%
CCOc1cccc(C(=O)Nc2cc(C)c(O)c(-c3nc4ncccc4o3)c2)c1	-2%	-4%	-5%	1.3	-1%	2%	45%	.	56%[activator]
COC(=O)c1ccccc1NC(=O)c1cnn(-c2ccc(F)cc2)c1-n1cccc1	-8%	0%	2%	-1.4	3%	2%	-1%	.	14%
O=S(=O)(Nc1ccccc1Cl)c1ccc(F)cc1	0%	-1%	?	-0.8	-8%	-2%	0%	5%	2%[58.9 µM]
O=C(c1cccc([N+](=O)[O-])c1)c1ccc2c(c1)OCCOCCOCCOCCO2	0%	1%	-5%	-0.3	-1%	-6%	2%	0%	124%[activator]
CCn1c(CCn2c3ccccc3c3ccccc32)n[nH]c1=S	?	-3%	35%	-1.8	5%	1%	-2%	-3%	3%
CCOc1ccc(C(=O)C(C)OC(=O)c2cnc(C)cn2)cc1 (stereo not drawn)	-16%	.	.	-0.1	-5%	5%	.	9%	21%
O=C(c1cc2nc(-c3ccco3)cc(C(F)(F)F)n2n1)N1CCCc2ccccc21	0%	4%	-6%	-1.6	-4%	-22%	8%	23%	-1%
CN(C)C(CNC(=O)CSc1nnc(-c2ccco2)o1)c1ccccc1 (stereo not drawn)	6%	-5%	-7%	0.2	-3%	4%	-1%	-3%	3%
CC1CN(CC(=O)NCc2ccccc2)CC(C)O1 (stereo not drawn)	8%	4%	-1%	0.4	-16%	-2%	7%	8%	6%

These rows are one share of the data, so the mix of outcomes need not match the whole.
